Source: PubChem
Hsp70 displacement: Hsp70 inhibitors, probe displacement, primary screen, biochemical, fluorescence polarization (AID 583); Hsp70 fluorescence polarization probe displacement, mP; higher % means a stronger effect; one-dose displacement, % at 20 µM; IC50 in µM for titrated hits; hit rate 0.06% among 140,000; in the data active = displacement above about 50%;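 also: plate controls were vehicle for no effect and reference ligand for full effect; a part of the inactive calls stands beside numbers as strong as those of hits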
MKP-3 inhibition: inhibition of rat DUSP6 enzyme activity – biochemical, in vitro, primary screen (AID 425); inhibition, % at 20 µM, or IC50 in µM where a hit was titrated; recombinant MKP-3 phosphatase activity, fluorescence; higher % means a stronger effect; hit rate 0.17% among 110,000; in the data active = inhibition above about 50%;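 also: plate controls were vehicle for no effect and reference inhibitor for full effect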
Active calls of the source: *; / = no result given; & = joins results of further samples. An excerpt; the hit share may differ from the screen's.

Compound	Hsp70 displacement	MKP-3 inhibition
Nc1nncn1C(=O)COc1ccccc1	3.1%	1%
c1ccc(-n2ncc3c2ncn2nc(CSc4nc5ccccc5s4)nc32)cc1	1.4%	3%
Cc1ccc2c(=O)c(C(=O)NCc3cccs3)c[nH]c2c1	0.8%	/
COc1ccccc1-c1nnc(SC2CCc3ccccc3NC2=O)s1 (stereo not given)	8.4%	/
CCC(=O)Nc1nonc1-c1nc2ccccc2n1CCC(C)C	-4.8%	2%
Cc1ccc(Cc2nnc3n(-c4cccc(C)c4)nc(C(=O)c4ccccc4)n3c2=O)cc1	-1.8%	/
CCN(c1ccccc1)S(=O)(=O)c1ccc(F)cc1	-0.9%&4.2%	7%&4%
COC(=O)c1nc(-c2ccccc2)oc1N(C)C	0.3%	2%
CCOC(=O)c1cnc2c(ccc3ccccc32)c1Cl	0.3%	3%
CCN(CC)c1ccc(/C=C2\SC(N3CCCC3)=NC2=O)cc1	-91%	1%
CC(C)(C)SCCNS(=O)(=O)c1ccc(F)cc1	-0.2%	-8%
C[n+]1cccc(C(=O)NCCOC(=O)c2ccc(F)cc2)c1	-23%	-2%
O=C1CC(C(=O)Nc2ccc(O)c(C(=O)O)c2)C(c2ccccc2)O1 (stereo not given)	-0.8%	-15%
O=S(=O)(Nc1nc2ccc(S(=O)(=O)N3CCCC3)cc2s1)c1ccc(F)cc1	-3.8%	/
COc1ccc(C(=O)NC(=S)N2CCCCCC2)cc1	2.3%	0%
CC(=O)SCCC(=O)Nc1ccccc1	0.8%	-1%
COC(=O)c1ccccc1NC(=O)CNc1cc(Cl)ccc1N1CCOCC1	0.1%	-15%
CC(C)OCCCNC(=O)CNC(=O)c1cccs1	0.6%	-1%
COc1ccc(-c2nc(-c3cccnc3)no2)cc1OC	-0.2%	1%
CCOC(=O)Cn1nnnc1CN(Cc1ccccc1)Cc1cc2cc(CC)ccc2[nH]c1=O	4.8%	-1%
Ic1ccc(OCCCn2ccnc2)cc1	-0.3%	1%
CC(C)C(NC(=O)/C=C/c1ccc2c(c1)OCO2)C(C)C	-5.6%	0%
CCCCCC(=O)Nc1ccc(N2CCN(C(=O)CCC)CC2)cc1	2.0%	-4%
CCOC(=O)c1[nH]c(COC(=O)c2ccccc2NC(=O)c2ccco2)c(C(=O)OCC)c1C	/	-5%
Cc1noc(C)c1CN1C(=O)NC2(CCc3ccccc3C2)C1=O (stereo not given)	3.6%	-5%
CCOC(=O)c1c(NC(=S)NC(=O)c2ccc(OC)cc2)sc(C)c1C	-2.2%	0%
O=C(NCc1ccc(N2CCCC2=O)cc1)Nc1ccccc1	8.2%	-4%
O=C(Nc1ccc2c(c1)OCO2)c1nn2c(c1Cl)NC(c1ccc(Br)cc1)CC2C(F)(F)F (stereo not given)	0.6%	1%
O=C(c1ccc(N2CCOCC2)nc1)N1CCCCC1	-0.3%	-5%
CN(/N=C/c1cccc(Oc2ccccc2)c1)c1ccccc1	1.0%	-1%
CN(CC(=O)NCc1ccc2c(c1)OCO2)S(=O)(=O)c1ccc(Br)s1	/	-17%
COc1ccc(NC(=O)CCN2C(=O)/C(=C\c3ccc(C)cc3)SC2=S)cc1	2.6%	0%
CC1CCCC(C)N1C(=O)CN1C(=O)C(C)(C)Oc2ccc(C(=O)NC3CCCC3)cc21 (stereo not given)	0.8%	-6%
O=C(O)CCCNC1=NCCC1	-5.6%	-5%
CC(=O)N1CCN2C(=O)C1CCCC(=O)c1cc(C(C)C)ccc12 (stereo not given)	-2.8%	/
COC(=O)CNC(=O)CSc1nnc(-c2ccc(OC)cc2)n1CC(C)C	-2.3%	/
COc1cccc(Nc2nnc(SCC(=O)N(CC(C)C)CC(C)C)s2)c1	-2.7%	/
Cc1ccccc1N=C(NOCc1ccc(Cl)cc1Cl)c1nonc1N	-2.1%	/
OC1=c2ccccc2=C(O)C12N=Nc1n[nH]c(=S)n1N2	10%	18%
CCCOc1cccc(C2Nc3ccccc3NC3=C2C(=O)CC(C)(C)C3)c1 (stereo not given)	-1.4%	5%
Cn1cnc([N+](=O)[O-])c1Nc1ccc(O)cc1	0.1%	/
O=S(=O)(Nc1ccc(OCc2ccccc2)cc1)c1ccccc1	1.0%	-4%
O=C(N/N=C/c1cccc(O)c1)c1cc(-c2ccccc2)n[nH]1	0.2%	0%
Cc1ccc(N(CC(=O)Nc2ccccc2Br)S(=O)(=O)c2ccc(F)cc2)cc1	-0.8%	1%
C=CCNc1nc2c(c(=O)n(C)c(=O)n2C)n1CC(=C)C	-5.1%	-5%
Brc1ccc(C2=Nn3c(nnc3-c3ccncc3)SC2)cc1	5.7%	3%
CS(=O)(=O)Nc1ccc(C(=O)Nc2ccc3c(c2)OCCO3)cc1	1.6%	/
c1ccc(-c2ccc(-c3nc(-c4ccncc4)no3)cc2)cc1	4.7%&2.6%	-9%&0%
CCc1c(C)sc(NC(=O)c2cccs2)c1C(=O)OC(C)C	1.4%	-14%
O=C(Nc1nccs1)C1CCN(S(=O)(=O)c2cnc[nH]2)CC1	4.3%	-4%
CC(=O)NC1=NC(=O)C(C)S1 (stereo not given)	1.5%	/
COc1ccc(C2=NOC3(CC(=O)N(c4ccc(C)cc4)C3=O)C2)c(OC)c1 (stereo not given)	-1.5%	-7%
c1cnn(-c2cc(NC3CCCCC3)ncn2)c1	-0.5%	-1%
Cc1cccc(C(=O)Nc2ccc3c(c2)OCO3)c1	-5.3%	4%
COc1ccc(/C=C2\C=C(c3ccc(Cl)cc3)OC2=O)cc1OC	0.9%	2%
Cc1cc(NC(=O)CCC(=O)N(CC(=O)NCC2CCCO2)c2ccccc2C)no1 (stereo not given)	2.0%	/
O=C(c1ccc2c(c1)OCO2)N1CCN(CCN2C(=O)c3cccc4cccc(c34)C2=O)CC1	5.0%	0%
CN1c2ccsc2C(O)=C(C(=S)Nc2ccc(F)c(Cl)c2)S1(=O)=O	13%	/
Cc1cc(C)nc(SCC(=O)NC(C)(C)C)n1	5.1%	1%
CCCCOc1ccccc1NC(=O)CSc1nnnn1C(C)(C)C	-6.3%	6%

Some of the entries so far, with each value named.
Cc1cc(NC(=O)CCC(=O)N(CC(=O)NCC2CCCO2)c2ccccc2C)no1 (stereo not given)
- Hsp70 displacement: 2.0%
- MKP-3 inhibition: /

O=C(c1ccc2c(c1)OCO2)N1CCN(CCN2C(=O)c3cccc4cccc(c34)C2=O)CC1
- Hsp70 displacement: 5.0%
- MKP-3 inhibition: 0%

CN1c2ccsc2C(O)=C(C(=S)Nc2ccc(F)c(Cl)c2)S1(=O)=O
- Hsp70 displacement: 13%
- MKP-3 inhibition: /

Cc1cc(C)nc(SCC(=O)NC(C)(C)C)n1
- Hsp70 displacement: 5.1%
- MKP-3 inhibition: 1%

The listing continues.
canonical_smiles,Hsp70 displacement,MKP-3 inhibition
CCOC(=O)c1cnn(-c2cc(C)nc3c(-c4ccccc4)c(C)nn23)c1N,-0.5%,-10%
COc1ccc(C)cc1NS(=O)(=O)c1cn(C)c(=O)n(C)c1=O,/,2%
O=C(Nc1cc(Cl)ccc1N1CCCCC1)c1cccs1,3.9%,/
C/C=C/c1ccc(OCCCN2C(=O)NC(C)(C)C2=O)c(OC)c1,13%,-18%
Cc1ccc2nsnc2c1NC(=O)c1ccccc1I,0.5%,-5%
COc1ccccc1NC(=O)Nc1c(C)n(C)n(-c2ccccc2)c1=O,-3.6%,-14%
CCc1ccc(N2NC(=O)CC2=O)cc1,1.2%,0%
O=C(c1cc2c(ccc3ccccc32)oc1=O)N1CCCC1,0.2%,/
CCCOc1ccc(C(=O)Nc2ccc(C(C)CC)cc2)cc1 (stereo not given),-2.4%,2%
O=C(Cn1c(SCC(=O)N2CCCc3ccccc32)nc2ccccc21)N1CCCC1,4.5%,-6%
Cc1ccc(NC(=O)CCNS(=O)(=O)c2ccc(C)cc2)cc1,-1.0%,0%
Cc1c(NC(=O)Oc2ccccc2)sc(=S)n1C,/,2%
COc1cc2c(cc1OC)C1(Nc3c-2c(Cc2ccccc2)nn3-c2ccccc2)C(=O)Nc2ccccc21 (stereo not given),-7.7%,/
O=C(Nc1nccs1)c1cc(-c2cccc(Br)c2)nc2ccccc12,-3.2%,2%
Cc1ccc(/C=c2\s/c(=C(/C#N)C(=O)N3CCCC3)n(Cc3ccco3)c2=O)s1,6.3%,7%
NC1=NC(=O)/C(=C/c2ccc(Br)cc2)S1,-0.9%,2%
O=C(O)CCc1nc(-c2ccccc2)no1,0.5%,2%
Cc1cc(C)c(NC(=O)C2C3C4CCC(C4)C23)c(C)c1 (stereo not given),-3.5%,3%
O=C1CSC(c2cn(-c3ccccc3)nc2-c2cc3ccccc3oc2=O)N1Cc1ccco1 (stereo not given),1.1%,-3%
COc1ccc(CN(C(=O)c2oc3ccccc3c2C)C2CCS(=O)(=O)C2)cc1OC (stereo not given),-0.5%,-2%
CCOc1ccc2c(c1)-c1c(ssc1=S)C(C)(C)N2C,4.6%,/
N#CCCN(CCC#N)c1nnc(-c2ccccc2)s1,3.5%,-2%
C/C=C(\C)CN1CCc2cc(OC)c(OC)cc2C1,3.2%,1%
CC(C)c1ccc(N2C(=O)NC(=O)/C(=C/c3ccc4c(c3)OCO4)C2=O)cc1,-5.4%,2%
O=C(CSc1nnc(-c2c[nH]c3ccccc23)o1)N(Cc1ccccc1)c1ccc(F)cc1,-0.5%,-6%
COC(=O)C1=C(C)N(C)C(C)=C(C(=O)OC)C1c1ccc(C(=O)OC)cc1,-0.4%&1.9%,-6%&0%
O=C(CC(=O)NCc1ccccn1)NCc1ccccn1,1.7%,2%
CCOC(=O)c1ccc(NC(=O)CS(=O)(=O)c2cn(CC)c3ccccc23)cc1,-4.5%,7%
Cn1nc(-c2ccc(C(=O)Nc3cccc(Cl)c3)cc2)c2ccccc2c1=O,-5.8%,/
CCOCC(=O)Nc1nc2ccc(S(C)(=O)=O)cc2s1,-3.8%,-5%

Filtered by structure, those above with a COOH group.
canonical_smiles,Hsp70 displacement,MKP-3 inhibition
O=C1CC(C(=O)Nc2ccc(O)c(C(=O)O)c2)C(c2ccccc2)O1 (stereo not given),-0.8%,-15%
O=C(O)CCCNC1=NCCC1,-5.6%,-5%
O=C(O)CCc1nc(-c2ccccc2)no1,0.5%,2%

More entries follow.
canonical_smiles,Hsp70 displacement,MKP-3 inhibition
COc1cc(OC)cc(C(=O)N2CCN(c3ccc([N+](=O)[O-])cc3Cl)CC2)c1,1.7%,4%
CCN(CC)S(=O)(=O)c1ccc(F)c(C(=O)NCCC(C)C)c1,1.5%,-7%
CC1CCC(N2CCN(Cc3cccnc3)CC2)CC1 (stereo not given),-0.4%,1%
CN(C)C(=O)CCN1CCOCC1,-6.0%,/
COc1ccccc1NC(=O)CSc1ccc2nnc(-c3ccccn3)n2n1,-5.8%,-4%
O=C(c1ccc(F)cc1)N1CCN(Cc2ccc(Cl)cc2)CC1,-1.6%,0%
O=C(CSc1ncnc2ccccc12)N1CCCC1,3.3%,-6%
Cc1ccc(NC(=O)CSc2nnc(-c3cnccn3)n2Cc2ccco2)cc1C,1.9%,0%
O=C(O)c1ccc(S(=O)(=O)N2CCCCCC2)cc1,1.9%,/
CC(=NCC1CCCO1)c1c(O)[nH]c(=O)[nH]c1=O (stereo not given),5.6%,-19%
CCOC(=O)c1cc(-c2ccccc2)sc1N,-2.5%,2%
CC1CCC(C(C)C)C(OC(=O)CSc2n[nH]c(=O)[nH]c2=O)C1 (stereo not given),3.0%,-4%
O=C(COc1ccc(Cl)cc1)Nc1ccc(Br)c(Cl)c1,2.0%,-2%
COc1cccc(CN(CC(=O)NC2CCCC2)C(=O)Cn2nnc(-c3cccs3)n2)c1,5.6%,/
COC(=O)c1cc(OC)c(OC)cc1NC(=O)c1ccc(C)o1,-0.7%,/
CC(=NCc1ccco1)c1c(C(F)(F)F)[nH]n(-c2nc3ccccc3s2)c1=O,-2.0%,/
CCOc1cc(NC(=O)c2cnccn2)c(OCC)cc1NC(=O)c1ccc(OC)cc1,-12%,-12%
Cc1oc2cc(O)ccc2c(=O)c1Oc1ccc2ccccc2c1,0.4%,/
CC1=C(C(=O)NCc2ccccc2)C(c2ccccc2OCC(N)=O)NC(=O)N1 (stereo not given),/,1%
Cc1ccc2c(c1)c(C)c(C)n2CC(O)CN1CCCCC1C (stereo not given),3.9%,-2%
COc1ccccc1Nc1ncnc2ccccc12,3.2%,-11%
COc1cc(NC(=O)c2cccs2)c(OC)cc1NC(=O)c1cccs1,-5.3%,5%
CCn1c(=O)c(-c2ccccc2)c(O)c2ccccc21,0.3%,-4%
CCCc1nc2sc3c(c2c(=O)n1NC(=O)CCCl)CCCC3,12%,/
CCOC(=O)c1ccc(NC(=O)CN(c2ccc(Oc3ccccc3)cc2)S(C)(=O)=O)cc1,-6.9%,1%
C=CCn1c(SCC(=O)Nc2ccc(N(C)C)cc2)nnc1-c1cccc(C)c1,-5.4%,1%
C1=CCC(/C=N/n2cnnc2)CC1 (stereo not given),7.2%,-14%
COCc1nc2ccccc2n1CCCOc1ccccc1,4.2%,-16%
Cc1nc2ccccc2c(=O)n1NC(=O)Cc1ccc(Br)cc1,1.3%,/
CCn1c(SCC(=O)Nc2ccc(C(=O)OC)cc2)nc2cccnc21,0.5%,/
Cc1cc(C)n(-c2cc(Nc3ccccc3)nc(C)n2)n1,-5.6%,-1%
CCOc1ccc(-c2nnn(CC(=O)Nc3cc(OC)cc(OC)c3)n2)cc1OCC,-7.2%,-8%
